Screens from PubChem.
Gal4-VP16 FLuc: counter-screen for ROR gamma inhibitors: Gal4-VP16 reporter; Drosophila S2 Gal4-VP16 UAS-luciferase, luminescence, 20 h; Potency, µM (series often up to 53.6 µM), inactives show at the top dose activity, negative = inhibition, most hits filed as inhibitors; 3.5% of 310,000 active; AID 2546;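 further: Gal4-VP16 expression switched on by copper sulfate through the metallothionein promoter; on the % scale 0 is the no-effect control and ±100 the full control effect; nearly all actives have a fitted effect of over 50% in size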
MBNL1 CUG block: inhibitors of human MBNL1 binding to CUG repeat RNA | Q9NR56 | TR-FRET MBNL1-His/biotin-(CUG)12 binding, 665/545 ratio | 0.036% of 280,000 active | Potency, µM (series often up to 57.5 µM), for the others: top-dose activity change, negative = inhibition, hits mostly inhibitors; active means well fitted inhibition curve with a large enough effect in the signal ratio, with a control signal flat, not every such curve was filed as active; inconclusive means small, poorly fitted or top-dose-only effect, or effect the other way, or a change in a side signal; inactive means no such curve, though single readings can be large or run the other way; the % refers to the signal ratio; further: on the % scale 0 is the no-effect control and ±100 the full control effect
Target sequence (Q9NR56 whole entry, looked up): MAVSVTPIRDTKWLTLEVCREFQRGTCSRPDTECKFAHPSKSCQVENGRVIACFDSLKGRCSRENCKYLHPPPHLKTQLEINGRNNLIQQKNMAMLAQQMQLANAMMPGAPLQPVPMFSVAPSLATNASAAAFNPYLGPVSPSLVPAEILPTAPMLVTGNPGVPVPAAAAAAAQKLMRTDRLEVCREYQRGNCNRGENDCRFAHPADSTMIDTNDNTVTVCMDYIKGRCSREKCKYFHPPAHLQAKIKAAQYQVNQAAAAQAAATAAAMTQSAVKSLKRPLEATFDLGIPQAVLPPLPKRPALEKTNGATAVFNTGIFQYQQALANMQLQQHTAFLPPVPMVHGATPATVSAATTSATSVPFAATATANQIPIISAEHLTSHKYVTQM
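Compounds (final 92 nM to 58 uM) are added to His-tagged MBNL1 and biotin-(CUG)12, then terbium anti-His antibody and streptavidin-XL665 (5 nM final). After 60 min at room temperature, the 665/545 nm ratio is read.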
uPA generation: cell surface uPA generation inhibition. cell surface uPA generation assay, qHTS. Potency, µM (titrated, usually from 38.3 µM), for inactives: at the top dose activity change, negative = inhibition, hits mostly inhibitors. 0.31% of 330,000 active. AID 540303; active means well fitted inhibition curve with a large enough effect; inconclusive means small, poorly fitted or top-dose-only effect; inactive means no such curve, though single readings can be large or run the other way; tested in mouse RAW 264.7 cells; further: on the % scale 0 is the no-effect control and ±100 the full control effect; nearly all actives have a fitted effect of over 55% in size
Rab9 prom act: activates the Rab9 promoter; Huh7 Rab9 promoter-luciferase reporter, luminescence, 24 h; Potency, µM (doses to about 9.22 µM), for inactives: top-dose activation, negative = inhibition, most hits filed as activators; 2.8% of 320,000 active; AID 485297; further: % of control where 0% means no effect; nearly all actives have a fitted effect of over 60% in size
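Luminescence read-out: Huh7 cells stably expressing Rab9-luciferase, treated 24 h with compound at 37 °C, then lysed with luciferase reagent for 10 min at ambient before reading.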
FLuc counter: counter-screen for miR-21 project: firefly luciferase inhibitors or activators | 6.9% of 360,000 active | purified FLuc, Km substrates, luminescence inhibition | Potency, µM (top dose mostly 57.5 µM), for the others: at the top dose activity change, negative = inhibition, usual class: inhibitors | P08659;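 further: plate controls were vehicle for no effect and reference inhibitor for full effect; nearly all actives have a fitted effect of over 55% in size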
Target sequence (P08659 whole entry, looked up): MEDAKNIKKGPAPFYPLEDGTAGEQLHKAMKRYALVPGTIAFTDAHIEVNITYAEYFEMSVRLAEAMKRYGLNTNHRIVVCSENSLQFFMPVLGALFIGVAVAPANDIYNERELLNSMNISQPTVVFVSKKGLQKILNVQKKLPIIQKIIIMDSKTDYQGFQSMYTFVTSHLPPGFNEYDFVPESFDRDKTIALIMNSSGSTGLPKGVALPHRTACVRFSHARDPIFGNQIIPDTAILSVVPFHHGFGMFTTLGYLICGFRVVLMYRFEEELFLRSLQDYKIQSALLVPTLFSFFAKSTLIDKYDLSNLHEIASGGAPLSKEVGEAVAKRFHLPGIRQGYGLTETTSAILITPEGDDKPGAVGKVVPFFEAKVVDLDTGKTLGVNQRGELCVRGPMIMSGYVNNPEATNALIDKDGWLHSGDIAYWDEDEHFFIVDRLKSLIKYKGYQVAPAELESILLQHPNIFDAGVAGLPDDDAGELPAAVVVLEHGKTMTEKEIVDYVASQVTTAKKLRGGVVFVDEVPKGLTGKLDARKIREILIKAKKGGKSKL
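Biochemical qHTS of compounds, final roughly 60 µM downward over six points, against 10 nM purified firefly luciferase using Km concentrations of substrates (10 uM D-luciferin, 10 uM ATP) in Tris acetate pH 7.5 buffer; luminescence output.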
NPC1 prom act: NPC1 promoter activation | Huh7 NPC1 promoter luciferase reporter, 24 h | Potency, µM (highest dose often 9.22 µM), for inactives: top-dose activation, hits mostly activators | 2.4% of 320,000 active;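 further: % of control where 0% means no effect; nearly all actives have a fitted effect of over 60% in size; reporter is driven by a mutant NPC1 promoter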
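NPC1 promoter–luciferase Huh7 cells; 24 h compound; luminescence.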
ELG1 genotox: induces genotoxicity in HEK293T cells with luciferase-tagged ELG1. HEK293T ELG1-luciferase reporter, luminescence, 16 h. 1.3% of 330,000 active. Potency, µM (titrated, usually from 46 µM), for inactives: top-dose activity change, positive = activation, hits mostly activators; further: % of control where 0% means no effect; nearly all actives have a fitted effect of over 60% in size
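ELG1-luciferase HEK293T cells, 2,000/well; compound pinned in; 16 hr, 37 °C, 5% CO2; ONE-Glo, 30 min RT; luminescence on CCD imager.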
RORg inh: inhibitors of mouse ROR gamma transcriptional activity | Drosophila S2 Gal4-RORgamma UAS-luciferase reporter, 20 h | Potency, µM (highest dose often 53.6 µM), inactives show at the top dose activity change, negative = inhibition, most hits filed as inhibitors | 5.4% of 310,000 active; further: on the % scale 0 is the no-effect control and ±100 the full control effect; nearly all actives have a fitted effect of over 60% in size
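ROR gamma transcriptional activity was tracked as Gal4-UAS luciferase output in stably transfected Drosophila Schneider cells, with compound added 1 hr before 700 uM copper sulfate induction and a 20 hr ambient-temperature incubation.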
p53 reactivation: restores transcriptional activity of mutant p53. AID 504706. H1299 p53-A138V BP100-luciferase reporter, luminescence, 24 h. Potency, µM (titrated, usually from 92.2 µM), inactives show at the top dose activity change, positive = activation, hits mostly activators. 0.063% of 320,000 active; further: % of control where 0% means no effect; nearly all actives have a fitted effect of over 45% in size
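p53-null H1299 cells stably carrying temperature-sensitive p53-A138V and a BP100-luciferase reporter were pinned with compounds (4-point, 1:5 series) and held 24 hrs at 37 deg C. Luminescence was read 10 min after detection reagent.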
BRCA1 expr act: increases BRCA1 expression. MCF7-BRCA1-FFLuc reporter, luminescence, 48 h; response scale: scaled: vehicle 0%, 10 µM genistein 100%. Potency, µM (titrated, usually from 46.1 µM), without a hit: at the top dose activation, usual class: activators. 1.1% of 380,000 active; further: nearly all actives have a fitted effect of over 80% in size; some results filed as inactive show a strong effect at the top dose
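Reporter cells (MCF7, BRCA1 promoter-firefly luciferase) received library compounds across a concentration series for 48 h. End-point luminescence was measured and concentration-effect curves derived after normalization.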
Numbers without * were called inactive; [ ] = another dose, or the depositor's remark. Unless noted, the call rests on the fitted dose curve; in most records, active means well fitted curve in the direction sought with a large enough effect; inconclusive means small, poorly fitted or top-dose-only effect, or another doubt; inactive means no such curve, though single readings can be large; an effect the other way counts as inactive or inconclusive. Potency means the concentration at half of the fitted maximal effect.

Screening Cc1ccc2c(c1)cc(CN(Cc1ccc3c(c1)OCO3)C(=O)c1cnccn1)c1nnnn12 returned Gal4-VP16 FLuc -2%, MBNL1 CUG block -2%, uPA generation -1%, Rab9 prom act -7%, FLuc counter 1%, NPC1 prom act 2%, ELG1 genotox -8%, RORg inh -8%, p53 reactivation -6% and BRCA1 expr act -49%.
For COc1ccc(CCNC(=O)c2nnn(CC(=O)Nc3ccc(C)cc3C)c2N)cc1OC the results were Gal4-VP16 FLuc -15%, MBNL1 CUG block 4%, uPA generation -1%, Rab9 prom act -2%, FLuc counter -1%, NPC1 prom act -6%, ELG1 genotox 0%[9.26 µM], RORg inh -29%, p53 reactivation -18% and BRCA1 expr act 1%.
O=C(CCc1ccc(CCC(=O)c2cccs2)s1)c1cccs1 was read as Gal4-VP16 FLuc 18%, MBNL1 CUG block 8%, uPA generation 4%, Rab9 prom act 16%, FLuc counter inconclusive, NPC1 prom act 10%, ELG1 genotox 7%, RORg inh inconclusive, p53 reactivation 16% and BRCA1 expr act inconclusive.
For Cc1ccc(CSc2nsc(C)c2C#N)cc1 the results were Gal4-VP16 FLuc 1%, MBNL1 CUG block -11%, uPA generation 6%, Rab9 prom act -8%[1.84 µM], FLuc counter inconclusive, NPC1 prom act 1%, ELG1 genotox 7%, RORg inh inconclusive, p53 reactivation 16% and BRCA1 expr act 44%.
Screening C/C(N)=C(/C#N)C(=O)COC(=O)c1cccc(O)c1 returned Gal4-VP16 FLuc -9%, MBNL1 CUG block -1%, uPA generation -2%, Rab9 prom act inconclusive, FLuc counter -3%, NPC1 prom act 0%, ELG1 genotox 7%, RORg inh 7%, p53 reactivation -2% and BRCA1 expr act 18%.
For O=C(c1cc2n(n1)C(C(F)(F)F)CC(c1ccco1)N2)N1CCN(c2ccccn2)CC1 (stereo not given) the results were Gal4-VP16 FLuc 3%, MBNL1 CUG block 7%, uPA generation 2%, Rab9 prom act 13%, FLuc counter -2%, NPC1 prom act 5%, ELG1 genotox -2%, RORg inh -7%, p53 reactivation -6% and BRCA1 expr act -20%.
Cc1ccc(/C=C2/SC(=S)N(C3CCCCC3)C2=O)o1 was read as Gal4-VP16 FLuc -11%, MBNL1 CUG block -1%, uPA generation 1%, Rab9 prom act 16%, FLuc counter 3%, NPC1 prom act 1%, ELG1 genotox 7%, RORg inh 16%, p53 reactivation 2% and BRCA1 expr act 0%.
`COc1cccc(/C=C2\C(=O)N(c3cccc(C)c3)C(=O)c3ccccc32)c1` gave Gal4-VP16 FLuc inconclusive, MBNL1 CUG block -10%, uPA generation -1%, Rab9 prom act -2%, FLuc counter -2%, NPC1 prom act 1%, ELG1 genotox inconclusive, RORg inh inconclusive, p53 reactivation 4% and BRCA1 expr act -21%.
Cc1ccc2c(c1)C(=O)N1[C@H]3c4ccccc4OC[C@@H]3[C@H](c3ccccc3)[C@]1(C)C(=O)N2 was read as uPA generation -44%, ELG1 genotox 2%, p53 reactivation -4% and BRCA1 expr act -53%.
Screening NC(=O)c1ccc(NC(=O)CSc2cn(CC(=O)N3CCOCC3)c3ccccc23)cc1 returned Gal4-VP16 FLuc -7%, MBNL1 CUG block 1%, uPA generation 16%, Rab9 prom act 1%, FLuc counter 1%, NPC1 prom act -2%, ELG1 genotox 1%[9.26 µM], RORg inh -1%, p53 reactivation 0% and BRCA1 expr act 11%.
`CCC1(CC)NC(=O)N(CC(=O)Nc2ccc(C)cc2C)C1=O` gave uPA generation 7%, ELG1 genotox 1%, p53 reactivation 5% and BRCA1 expr act -7%.
COc1ccc(NC(=O)CSc2nnnn2C2CC3C=CC2C3)cc1 (stereo not given) was read as Gal4-VP16 FLuc 8%, MBNL1 CUG block 3%, uPA generation 2%, Rab9 prom act 2%, FLuc counter -18%, NPC1 prom act -13%, ELG1 genotox 5%, RORg inh 19%, p53 reactivation 1% and BRCA1 expr act 38%.
Screening CC(C)OCCCN1C(=O)c2[nH]nc(-c3ccccc3O)c2C1c1cccc(Cl)c1 (stereo not given) returned Gal4-VP16 FLuc inconclusive, MBNL1 CUG block 4%, uPA generation 1%, Rab9 prom act 0%, FLuc counter 3%, NPC1 prom act 2%, ELG1 genotox -10%, RORg inh inconclusive, p53 reactivation -19% and BRCA1 expr act -65%.
`CCOC(=O)c1ccc(CNC(=O)Cn2nnc(-c3ccc(C)cc3)n2)o1` gave Gal4-VP16 FLuc -4%, MBNL1 CUG block 4%, uPA generation 8%, Rab9 prom act -1%, FLuc counter 1%, NPC1 prom act -1%, ELG1 genotox 1%, RORg inh -2%, p53 reactivation -32%[inhibitor] and BRCA1 expr act 10%.
`O=C(O)c1ccc(CNCc2cccc(Cl)c2Cl)cc1` gave Gal4-VP16 FLuc -5%, MBNL1 CUG block -6%, uPA generation 4%, Rab9 prom act 2%, FLuc counter -5%, NPC1 prom act -1%, ELG1 genotox -2%, RORg inh -4%, p53 reactivation 1% and BRCA1 expr act 19%.
Screening CC(=O)N1CCN(C(=S)NC(=O)C23CC4CC(CC(C4)C2)C3)CC1 returned Gal4-VP16 FLuc -21%, MBNL1 CUG block 0%, uPA generation 6%, Rab9 prom act -2%, FLuc counter 1%, NPC1 prom act 1%, ELG1 genotox 2%, RORg inh 14µM*, p53 reactivation 0% and BRCA1 expr act -4%.
Screening COC(=O)Cc1ccc(OC(=O)c2cccc(S(=O)(=O)N3CCN(C)CC3)c2)cc1 returned uPA generation -2%, Rab9 prom act -6%, FLuc counter -2%, NPC1 prom act -2%, ELG1 genotox 7%, p53 reactivation -3% and BRCA1 expr act -7%.
`CC(C)NC(=O)N(C)C[C@H]1Oc2c(NC(=O)C3CC3)cccc2C(=O)N([C@H](C)CO)C[C@@H]1C` gave uPA generation 15%, ELG1 genotox -1%, p53 reactivation 0% and BRCA1 expr act 19%.
Screening CCN(CC)Cc1nc2c(c(=O)[nH]1)C1(CCCCC1)Cc1ccccc1-2 returned Gal4-VP16 FLuc 11µM*, MBNL1 CUG block 4%, uPA generation 11%, Rab9 prom act 1%, FLuc counter -45%, NPC1 prom act -3%, ELG1 genotox inconclusive, RORg inh 11µM*, p53 reactivation -3% and BRCA1 expr act -59%.
CCn1c(-c2ccccc2)ccc(C#N)c1=O was read as Gal4-VP16 FLuc -7%, MBNL1 CUG block 7%, uPA generation -4%, Rab9 prom act -13%, FLuc counter -1%, NPC1 prom act 0%, ELG1 genotox 2%, RORg inh -13%, p53 reactivation 1% and BRCA1 expr act -3%.
Screening CN(C)S(=O)(=O)c1ccc2c(c1)c(=O)c(C(=O)N1CCN(c3ccccn3)CC1)cn2C returned Gal4-VP16 FLuc -8%, MBNL1 CUG block 0%, uPA generation -23%, Rab9 prom act -5%, FLuc counter -1%, NPC1 prom act 1%, ELG1 genotox -1%, RORg inh 1%, p53 reactivation 4% and BRCA1 expr act 0%.
For COc1cc(C(=O)Nc2ccccc2N2CCCCC2)cc(OC)c1OC the results were Gal4-VP16 FLuc -9%, MBNL1 CUG block -1%, uPA generation 3%, Rab9 prom act 2%, FLuc counter -1%, NPC1 prom act -7%, ELG1 genotox -3%, RORg inh -33%, p53 reactivation -9% and BRCA1 expr act -27%.
`O=C(O)CC1Sc2nnc(COc3ccc(Cl)cc3)n2N=C1c1ccccc1` (stereo not given) gave Gal4-VP16 FLuc -1%, MBNL1 CUG block 3%, uPA generation 7%, Rab9 prom act 5%, FLuc counter -1%, NPC1 prom act 1%, ELG1 genotox -1%, RORg inh -14%, p53 reactivation -8% and BRCA1 expr act -10%.
`O=C(CSc1nc2c(c(=O)n1-c1ccc(Cl)cc1)SCC2)NCc1ccco1` gave Gal4-VP16 FLuc 9%, MBNL1 CUG block inconclusive, uPA generation 3%, FLuc counter -1%, RORg inh -43% and BRCA1 expr act -35%.
`O=C(CN1C(=O)CCC1=O)Nc1nc(-c2nc3ccccc3s2)cs1` gave Gal4-VP16 FLuc 6%, MBNL1 CUG block 48%[activator], uPA generation inconclusive, Rab9 prom act 2.8µM*, FLuc counter 11µM*, NPC1 prom act inconclusive, ELG1 genotox inconclusive, RORg inh inconclusive, p53 reactivation inconclusive and BRCA1 expr act 5µM*.
For O=c1cnnc(Nc2ccc(F)cc2)[nH]1 the results were Gal4-VP16 FLuc -6%, MBNL1 CUG block -1%, uPA generation 3%, Rab9 prom act -1%, FLuc counter 0%, NPC1 prom act -2%, ELG1 genotox 1%, RORg inh -8%, p53 reactivation -5% and BRCA1 expr act 0%.
